TNAP pNPP inh – human TNAP enzyme inhibitors, primary screen, biochemical, colorimetric, p-nitrophenol readout | Alkaline phosphatase, tissue-nonspecific isozyme (Homo sapiens), P05186 | purified TNAP, pNPP hydrolysis, absorbance 405 nm | inhibition, % at 20 µM | 21,000 tested, under 10 active | AID 615, 2007;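 further: 0% = DMSO only wells and 100% = 1 mM levamisole wells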
Target sequence (P05186 whole entry, looked up): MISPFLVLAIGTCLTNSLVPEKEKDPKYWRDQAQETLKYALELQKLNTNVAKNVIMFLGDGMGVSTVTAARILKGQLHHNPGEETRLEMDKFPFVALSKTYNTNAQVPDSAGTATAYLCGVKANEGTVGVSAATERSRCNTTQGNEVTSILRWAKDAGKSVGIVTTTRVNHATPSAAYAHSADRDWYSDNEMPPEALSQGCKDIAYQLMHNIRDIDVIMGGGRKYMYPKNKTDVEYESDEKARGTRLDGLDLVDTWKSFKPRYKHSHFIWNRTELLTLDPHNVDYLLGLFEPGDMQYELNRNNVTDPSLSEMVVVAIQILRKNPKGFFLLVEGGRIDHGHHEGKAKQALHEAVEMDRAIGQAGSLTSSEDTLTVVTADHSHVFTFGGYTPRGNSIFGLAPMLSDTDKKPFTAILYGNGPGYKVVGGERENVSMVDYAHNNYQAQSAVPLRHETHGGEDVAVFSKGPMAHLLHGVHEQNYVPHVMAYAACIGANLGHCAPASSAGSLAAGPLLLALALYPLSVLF
TNAP inh Pi – human TNAP enzyme inhibitors, primary screen, biochemical, colorimetric, phosphate release readout | 21,000 tested, under 10 active | AID 614, 2007 | inhibition, % at 20 µM | purified TNAP, pNPP, malachite green phosphate absorbance
* = called active by the depositor.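 How the source made its calls: active means inhibition above 50% at the 20 µM single-dose screen; inactive means the rest.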 Some of the compounds tested (hit frequency here may not be typical).

| smiles | TNAP pNPP inh | TNAP inh Pi |
| --- | --- | --- |
| c1ccc2c(CCNCc3ccc4c(c3)OCO4)c[nH]c2c1 | 6 | 11 |
| CCN(CC)CCN=Cc1c(O)n(C2CCCCCC2)c(=O)[nH]c1=O | 2 | 10 |
| O=C1NCN(c2ccccc2)C12CCNCC2 | -1 | -9 |
| CCCCc1nc2ccccc2c(=O)n1-c1ccccc1O | 8 | 12 |
| CCOC(=O)N1CCN(C(C)C(=O)c2c[nH]c3ccccc23)CC1 (stereo not drawn) | -11 | -8 |
| CCOc1ccccc1-n1c(O)c(C=Nc2c(C)n(C)n(-c3ccccc3)c2=O)c(=O)[nH]c1=O | -1 | -4 |
| CC12CCCCC1N(O)CN2O (stereo not drawn) | 1 | 4 |
| CCOc1ccc(Cc2c(O)[nH]c(=O)[nH]c2=O)cc1 | 6 | 10 |
| O=C(c1ccc2c(c1)OCO2)N1CCC2(CC1)OCCO2 | 1 | 4 |
| CCCCSP1(=S)NCCCN1 | 0 | 0 |
| CC(=NCCN1CCCCC1)c1c(O)[nH]c(=O)[nH]c1=O | 0 | 12 |
| Cc1cccc(CN(C)C)c1OC(=O)N(C)C | 4 | 11 |
| COc1cccc(CN2CCN(C(=O)COc3ccc4ccccc4c3)CC2)c1 | 4 | 13 |
| O=c1[nH]c(O)c(C=NC2CCN(Cc3ccccc3)CC2)c(=O)[nH]1 | 2 | 8 |
| COc1ccc(-n2c(SC)nc3ccccc3c2=O)cc1 | 0 | 0 |
| CC(NC(C)(C)C)C(=O)c1cccc(Cl)c1 (stereo not drawn) | 4 | 6 |
| COc1ccc(CCN(C)Cc2ccncc2)cc1OC | 0 | 0 |
| COCc1c(CN)cnc(C)c1N | 6 | 15 |
| OCCOCC#CCN1CCOCC1 | 0 | 0 |
| Cc1ccc(-c2nc3ccccc3c(=O)n2-n2cccc2)cc1 | -1 | 3 |

Further compounds.
| smiles | TNAP pNPP inh | TNAP inh Pi |
| --- | --- | --- |
| O=c1[nH]c(=O)n(Cc2ccco2)c(O)c1C=NCc1ccc2c(c1)OCO2 | 7 | 9 |
| O=P1(NCc2ccco2)COc2ccccc2OC1 | 2 | 5 |
| CCN1CCN(C(=O)COc2ccc(S(=O)(=O)N(C)Cc3ccccc3)cc2)CC1 | 2 | 10 |
| CN(C)c1ccc(N=Cc2c(O)n(CCC3=CCCCC3)c(=O)[nH]c2=O)cc1 | 3 | 8 |
| c1ccc(Cn2ccnc2)cc1 | -2 | 6 |
| CSC1=NP(=S)(SC)N(C)c2nc3n(c21)CCC3 (stereo not drawn) | 4 | 7 |
| CCOc1ccccc1-n1c(O)c(C=Nc2ccc(N(CC)CC)cc2)c(=O)[nH]c1=O | 0 | -6 |
| Cc1ccc2c(c1)CNc1ccccc1O2 | 6 | 12 |
| CCCCn1c(O)c(C=NCCCn2ccnc2)c(=O)[nH]c1=O | 3 | 6 |
| FC(F)(F)c1ccc2c(c1)nnn2C1CCN(Cc2nnnn2Cc2ccccc2)CC1 | 6 | 12 |
| CCCCn1c(O)c(C(CC)=NCCCN(C)C)c(=O)[nH]c1=O | 4 | 9 |
| Cc1occc1C(=O)N1CCC2(CC1)OCCO2 | 6 | -6 |
| CNC(C(=O)c1ccccc1)C(OC)c1ccccc1 (stereo not drawn) | 1 | 13 |
| Cc1ccc2c(c1)[C@@H]1CN(C)CC[C@@H]1N2C(=O)Nc1cccc(C(F)(F)F)c1 | -2 | 1 |
| CC1CN=C(Nc2ccccc2)S1 (stereo not drawn) | 4 | 8 |
| CC1=CC(=O)NP(=O)(Oc2ccc3ccccc3c2)N1 (stereo not drawn) | 4 | 10 |
| CCCC1=C(C(=O)OCC)C2(C(=O)Nc3ccc(C)cc32)C(C#N)=C(N)O1 (stereo not drawn) | 6 | -6 |
| CCOC(=O)c1c(N)n(CCN2CCCCC2)c2nc3ccccc3nc12 | -3 | 6 |
| CCC(=Nc1ccccc1NC(C)=O)c1c(O)n(C)c(=O)n(C)c1=O | 4 | 10 |
| O=C(Nc1cccc(OC(=O)N2CCOCC2)c1)N1CCOCC1 | -2 | 7 |

Some of these compounds in order of SMILES length, low to high:
| smiles | TNAP pNPP inh | TNAP inh Pi |
| --- | --- | --- |
| OCCOCC#CCN1CCOCC1 | 0 | 0 |
| c1ccc(Cn2ccnc2)cc1 | -2 | 6 |
| COCc1c(CN)cnc(C)c1N | 6 | 15 |
| CC1CN=C(Nc2ccccc2)S1 (stereo not drawn) | 4 | 8 |
| Cc1ccc2c(c1)CNc1ccccc1O2 | 6 | 12 |
| Cc1occc1C(=O)N1CCC2(CC1)OCCO2 | 6 | -6 |
| CNC(C(=O)c1ccccc1)C(OC)c1ccccc1 (stereo not drawn) | 1 | 13 |
| CSC1=NP(=S)(SC)N(C)c2nc3n(c21)CCC3 (stereo not drawn) | 4 | 7 |
| CC1=CC(=O)NP(=O)(Oc2ccc3ccccc3c2)N1 (stereo not drawn) | 4 | 10 |
| O=C(Nc1cccc(OC(=O)N2CCOCC2)c1)N1CCOCC1 | -2 | 7 |
| CCCCn1c(O)c(C=NCCCn2ccnc2)c(=O)[nH]c1=O | 3 | 6 |
| CCCCn1c(O)c(C(CC)=NCCCN(C)C)c(=O)[nH]c1=O | 4 | 9 |
| CCOC(=O)c1c(N)n(CCN2CCCCC2)c2nc3ccccc3nc12 | -3 | 6 |
| CCC(=Nc1ccccc1NC(C)=O)c1c(O)n(C)c(=O)n(C)c1=O | 4 | 10 |
| O=c1[nH]c(=O)n(Cc2ccco2)c(O)c1C=NCc1ccc2c(c1)OCO2 | 7 | 9 |
| FC(F)(F)c1ccc2c(c1)nnn2C1CCN(Cc2nnnn2Cc2ccccc2)CC1 | 6 | 12 |
| CN(C)c1ccc(N=Cc2c(O)n(CCC3=CCCCC3)c(=O)[nH]c2=O)cc1 | 3 | 8 |
| CCCC1=C(C(=O)OCC)C2(C(=O)Nc3ccc(C)cc32)C(C#N)=C(N)O1 (stereo not drawn) | 6 | -6 |
| CCOc1ccccc1-n1c(O)c(C=Nc2ccc(N(CC)CC)cc2)c(=O)[nH]c1=O | 0 | -6 |
| Cc1ccc2c(c1)[C@@H]1CN(C)CC[C@@H]1N2C(=O)Nc1cccc(C(F)(F)F)c1 | -2 | 1 |

Next part.
| smiles | TNAP pNPP inh | TNAP inh Pi |
| --- | --- | --- |
| CCCN1C2CCCC1CC(NC(C)=O)C2 (stereo not drawn) | 4 | 4 |
| Cn1nc(N)c2c1N=P(N1CCOCC1)(N1CCOCC1)N=C2c1ccccc1 | -6 | 5 |
| COc1cc(CN2CCN(c3cc(C)ccc3C)CC2)ccc1O | 0 | 0 |
| CCC(C)N1C(=O)NC(=O)C2(Cc3c(ccc4ccccc34)N(C)C2)C1=O (stereo not drawn) | 2 | -9 |
| CN1C2CCC1CC(OC(=O)CCN1CCCC1)C2 (stereo not drawn) | 0 | 0 |
| Cc1[nH]c2ccccc2c1/C=N/O | 3 | 10 |
| Cc1noc(C)c1C(=O)N1CCC2(CC1)OCCO2 | 0 | 0 |
| CC(=O)c1c(C)n(CC2CCCO2)c2ccc(O)cc12 (stereo not drawn) | 2 | 1 |
| CCOC(=O)c1ccc(N2C(=O)CC(N3CC=C(c4ccc(F)cc4)CC3)C2=O)cc1 (stereo not drawn) | 6 | -4 |
| CN(Cc1ccccc1)Cc1ccccc1OC(=O)N(C)C | 1 | 8 |
| CCN(CC)CCCN=Cc1c(O)n(Cc2ccc(F)cc2)c(=O)[nH]c1=O | 7 | 9 |
| CN1C(=O)N(C)C(=O)C2(Cc3cc(N)ccc3N3CCN(c4ccccc4F)CC32)C1=O (stereo not drawn) | -13 | 0 |
| Cn1c(O)c(C=NC2C(=O)C3(C)CCC2C3(C)C)c(=O)n(C)c1=O (stereo not drawn) | 4 | 11 |
| CN(C)C(=O)Oc1ccc(OC(=O)c2ccccc2)cc1 | -10 | -8 |
| CCCCOC(=O)C1=C(N)OC2=C(C(=O)CC(C)(C)C2)[C@]12C(=O)N(C)c1ccccc12 | -1 | 4 |
| CSc1nnc(C2CCNCC2)n1C | 0 | 0 |
| CC1(C)CC(=O)C(C2(O)C(=O)NC(=O)NC2=O)=C(O)C1 | 7 | 12 |
| CN1C(=O)N(C)C(=O)C2(Cc3c(nc4ccccn4c3=O)N3CCc4ccccc4C32)C1=O (stereo not drawn) | -2 | 5 |
| C[N+]1(C)CCN(c2ccccc2)CC1 | 3 | 6 |
| CCC(=NCc1cccnc1)c1c(O)n(C2CCCCC2)c(=O)[nH]c1=O | 4 | 1 |

Continuation.
SMILES	TNAP pNPP inh	TNAP inh Pi
O=C(Nc1ccc2c(c1)OCO2)c1cn(Cc2ccc(F)cc2)nn1	-6	3
CC(=O)N(C1=NCCCS1)c1ccc(F)cc1	2	7
CNCCc1c[nH]c2ccccc12	5	9
Nc1c(C(=O)NCCN2CCOCC2)c2nc3ccccc3nc2n1Cc1ccco1	-4	6
CCN(CC)CCCN=Cc1c(O)n(-c2cccc(C)c2C)c(=O)[nH]c1=O	-7	2
Cn1c(O)c(C=NCCCN2CCCC2=O)c(=O)n(C)c1=O	2	8
CN1CCN(C(=O)COc2ccc3ccccc3c2Br)CC1	10	18
O=C1CCCC2C3CCCN4CCCC(CN12)C34 (stereo not drawn)	2	7
CC(=NCCCN1CCOCC1)c1c(O)[nH]c(=O)[nH]c1=O	7	3
CC(=O)OC1N=C(c2ccccc2)c2ccccc2NC1=O (stereo not drawn)	5	-2
CCOc1ccccc1-n1c(O)c(C=NCc2ccc3c(c2)OCO3)c(=O)[nH]c1=O	3	-10
CCc1cccc2c(C#N)cn(CC(=O)N3CCOCC3)c12	1	7
COc1ccc(OC)c(CN2CCN(C(=O)COc3cccc(C)c3)CC2)c1	7	15
CCCCn1c(O)c(C(CC)=NCCc2ccccc2)c(=O)[nH]c1=O	5	10
O=C1CSC2N1CCNC21CCCCC1 (stereo not drawn)	8	3
C[n+]1ccc(-c2ccncc2)cc1	6	18
COc1ccccc1-n1c(O)c(C=NCCCn2ccnc2)c(=O)[nH]c1=O	0	0
COc1cccc(-n2c(O)c(C=NCCN3CCOCC3)c(=O)[nH]c2=O)c1	4	3
CCOC(=O)[C@]1(C#N)[C@@H]2C=CC(C(C)=O)=CN2[C@@H](C(N)=O)[C@@H]1c1ccsc1	-1	-2
COc1ccc(C2SCC(=O)Nc3c2c(=O)[nH]n3C2CCCCCC2)cc1 (stereo not drawn)	6	-18
Cc1c(N=Cc2c(O)n(CCc3ccccc3)c(=O)[nH]c2=O)c(=O)n(-c2ccccc2)n1C	-4	-17
Cc1cc(S(=O)(=O)NC(C)C)ccc1OCC(=O)N1CCN(Cc2ccc3c(c2)OCO3)CC1	1	16
CCCC12CN3CN(C1)CC(CCC)(C3)C2O (stereo not drawn)	3	8
Cc1ccc(CN2C(=O)NC(=O)C3(Cc4c(nc5ccccn5c4=O)N4CCCCCC43)C2=O)cc1 (stereo not drawn)	5	-16
C=C1CC[C@@]2(O)[C@H]3Cc4ccc(O)c5c4[C@@]2(CCN3CC2CC2)[C@H]1O5	-9	-8

(more compounds)
SMILES	TNAP pNPP inh	TNAP inh Pi
CC1=C(C(=O)OC(C)C)[C@]2(C(=O)N(CC(N)=O)c3ccccc32)C(C#N)=C(N)O1	3	-6
Cc1ccnc(-n2c(C)nc3ccccc3c2=O)c1	0	0
CC(=O)[C@H]1CC[C@H]2[C@@H]3CC[C@H]4C[C@H](O)CC[C@]4(C)[C@H]3C(=O)C[C@]12C	2	6
CC(=Nc1ccc2c(c1)CCC2)c1c(O)n(C)c(=O)n(C)c1=O	-2	6
Cn1c(O)c(C=NCCc2c[nH]c3ccccc23)c(=O)n(C)c1=O	-1	4
O=C(COc1ccc2ccccc2c1)N1CCN(C2CCN(Cc3ccccc3)CC2)CC1	3	11
Cc1ccc(CN2CC3CC(C2)c2cccc(=O)n2C3)cc1 (stereo not drawn)	-7	2
Cc1ccc2c(c1)C1CN(C)CCC1N2S(=O)(=O)c1ccccc1 (stereo not drawn)	1	6
Cc1cc(OC(=O)CCNC(=O)OC(C)(C)C)c2c3c(c(=O)oc2c1)CCC3	0	0
CCCCn1c(N)c(C(=O)NCCN2CCOCC2)c2nc3ccccc3nc21	-3	6
c1ccc2c(c1)OCC(C1=NCCN1)O2 (stereo not drawn)	2	10
CC1(C)CC(=O)C(C=NCCN2CCN(C(=O)Cc3ccc(Cl)cc3)CC2)=C(O)C1	7	22
COc1ccc(CC2c3cc(OC)c(OC)cc3CCN2C)cc1OC (stereo not drawn)	8	11
Cc1cccc(C)c1NC1=NCCCCS1	0	-3
O=C1c2ccccc2C(=O)N1Cc1nc2ccccc2c(=O)n1-c1cccnc1	11	-4
O=c1[nH]c(=O)n(-c2cccc(Cl)c2)c(O)c1C=NCCCN1CCOCC1	-3	6
CCN(CC)c1ccc(N=Cc2c(O)n(CCC3=CCCCC3)c(=O)[nH]c2=O)cc1	3	2
COc1ccc(OC)c(CC(=O)O)c1	0	14
CCC(=O)c1c(O)n(C2CCCCCC2)c(=O)[nH]c1=O	6	9
C/C(CCc1c[nH]c2ccccc12)=N\O	2	11
COc1ccccc1N1C(=O)NC(=O)C2(Cc3cc(C)ccc3N(C)C2)C1=O (stereo not drawn)	6	8
CN(C)CC#CCOCCOCCC#N	0	7
C=C(C)c1cccc(C(C)(C)NC(=O)NC2CN3CCC2CC3)c1 (stereo not drawn)	0	0
CCOC(=O)c1c(-c2ccc(OC)cc2)oc2ccc(OC(=O)N(C)C)cc12	5	9
CN(C)CCN=Cc1c(O)n(CCC2=CCCCC2)c(=O)[nH]c1=O	2	6

(continued)
SMILES	TNAP pNPP inh	TNAP inh Pi
Cc1ccc(-n2c(O)c(C=NCCN3CCOCC3)c(=O)[nH]c2=O)cc1	4	9
CC(C)[C@@]1(NC(=O)[C@@H]2C[C@@H]3c4cccc5[nH]cc(c45)C[C@H]3N(C)C2)O[C@@]2(O)[C@@H]3CCCN3C(=O)[C@H](Cc3ccccc3)N2C1=O	2	9
O=c1[nH]c(=O)n(Cc2ccccc2)c(O)c1C=NCCCn1ccnc1	0	8
N[C@@H](Cc1c[nH]c2ccccc12)c1nnc(SCc2ccccc2F)o1	-1	5
CCOC(=O)c1ccc(NC(=O)C2C3C=CC(O3)C2C(=O)O)cc1 (stereo not drawn)	7	13

Screening results: PubChem BioAssay, Sanford-Burnham Center for Chemical Genomics
